MBD2 inh = inhibitors of human MBD2 binding to methylated oligonucleotide; TR-FRET; actives 0.31% (n = 370,000); inhibition, % at 4.4 µM; AID 686964; in the data active means inhibition above about 13%
Target sequence (Q9UBB5 whole entry, looked up): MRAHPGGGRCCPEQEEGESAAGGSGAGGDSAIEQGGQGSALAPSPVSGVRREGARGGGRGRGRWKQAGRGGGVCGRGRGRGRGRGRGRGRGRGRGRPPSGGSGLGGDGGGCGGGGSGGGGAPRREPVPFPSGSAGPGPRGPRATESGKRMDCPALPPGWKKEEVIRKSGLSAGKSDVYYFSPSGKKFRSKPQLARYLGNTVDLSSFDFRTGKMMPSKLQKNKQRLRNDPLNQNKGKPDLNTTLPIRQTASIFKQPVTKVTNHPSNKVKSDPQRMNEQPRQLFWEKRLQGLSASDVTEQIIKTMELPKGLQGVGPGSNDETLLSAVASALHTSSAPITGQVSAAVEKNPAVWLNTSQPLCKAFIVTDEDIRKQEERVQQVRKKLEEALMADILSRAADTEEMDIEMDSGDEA
ssDAF-12 act = S. stercoralis DAF-12 activation, primary screen. HEK293 ssDAF-12/GRIP1 lit1-tk-luc reporter, luminescence; % of 3 µM dafachronic acid response. activation, % at 6.8 µM. actives 1% (n = 370,000);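 active means activation above the mean over all tested compounds plus 3 SD, cut at about 0.9% in these data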;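 further: 0% = DMSO-only wells and 100% = 3 µM delta7-dafachronic acid wells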
hcDAF-12 act = activates DAF-12 receptor from parasite H. contortus; HEK293 hcDAF-12 lit1-tk-luc reporter, luminescence; 0% DMSO, 100% Δ7-dafachronic acid; actives 1.4% (n = 370,000); AID 652067; activation, % at 6.8 µM;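 active means activation above the mean of all tested compounds plus 3 SD, cut at about 5.5% in these data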;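 further: 100% = response to 3 µM Δ7-dafachronic acid high control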
DAX1 inh-1 = inhibitors of human orphan nuclear receptor DAX1 (NR0B1); AID 504766; HEK293 Gal4-DAX1 luciferase reporter, luminescence; actives 0.99% (n = 340,000); inhibition, % at 6.75 µM; P51843;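 active means inhibition above the mean over all tested compounds plus 3 SD, cut at about 4.2% in these data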;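 further: 0% = DAX1-transfected cells with DMSO and 100% = empty-vector control cells with DMSO; inhibition shows as a rise in luminescence from relieved DAX1 repression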
NR1D1 modulator = modulates human Rev-erb alpha binding to DNA; P20393; Rev-erbα–FITC-DNA binding, fluorescence polarization, 90 min; activity, % at 10 µM; actives 0.79% (n = 370,000); AID 1259318;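 active means activity above about 14%, limit read from the data; passing the limit was not always enough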;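 further: 0% = DMSO wells with 35 nM protein and 100% = DMSO wells with 750 nM protein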
PLC-beta3 inh = PLC-beta3 (human) inhibition, primary screen; Purified PLC-beta3, fluorogenic substrate, fluorescence; inhibition, % at 12.2 µM; actives 0.18% (n = 370,000); in the data active means inhibition above about 11%;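 further: 0% = median of compound wells on plate and 100% = full blocker control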
DAX1 inh-2 = DAX1 (NR0B1) inhibition, primary screen | HEK293T StAR-luciferase reporter, SF-1/DAX-1 repression relief | inhibition, % at 6.8 µM | actives 1.1% (n = 370,000) | AID 652010;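 active means inhibition above the mean over all tested compounds plus 3 SD, cut at about 3.6% in these data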;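 further: 0% = DAX-1 cells with DMSO and 100% = cells lacking DAX-1 with DMSO; higher inhibition means more luminescence from relief of DAX-1 repression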
SMARCA2 act = increases SMARCA2 function in MMTV reporter cells; MG213 cells, MMTV-luciferase reporter, dexamethasone, overnight; activation, % at 9.1 µM; actives 1% (n = 370,000); in the data active means activation above about 7.8%;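 further: 0% = vehicle wells and 100% = reference activator wells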
ADAM17 inh = inhibits human ADAM17; P78536; recombinant ADAM17, EDANS/DABCYL FRET peptide cleavage; inhibition, % at 6.95 µM; actives 0.83% (n = 370,000); AID 720648;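 active means inhibition above the mean of compounds lying between control limits plus 3 SD, set per campaign, cut at about 8.5% in these data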;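 further: 0% = DMSO-only wells as the low control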
Target sequence (P78536 215-824 limits assumed): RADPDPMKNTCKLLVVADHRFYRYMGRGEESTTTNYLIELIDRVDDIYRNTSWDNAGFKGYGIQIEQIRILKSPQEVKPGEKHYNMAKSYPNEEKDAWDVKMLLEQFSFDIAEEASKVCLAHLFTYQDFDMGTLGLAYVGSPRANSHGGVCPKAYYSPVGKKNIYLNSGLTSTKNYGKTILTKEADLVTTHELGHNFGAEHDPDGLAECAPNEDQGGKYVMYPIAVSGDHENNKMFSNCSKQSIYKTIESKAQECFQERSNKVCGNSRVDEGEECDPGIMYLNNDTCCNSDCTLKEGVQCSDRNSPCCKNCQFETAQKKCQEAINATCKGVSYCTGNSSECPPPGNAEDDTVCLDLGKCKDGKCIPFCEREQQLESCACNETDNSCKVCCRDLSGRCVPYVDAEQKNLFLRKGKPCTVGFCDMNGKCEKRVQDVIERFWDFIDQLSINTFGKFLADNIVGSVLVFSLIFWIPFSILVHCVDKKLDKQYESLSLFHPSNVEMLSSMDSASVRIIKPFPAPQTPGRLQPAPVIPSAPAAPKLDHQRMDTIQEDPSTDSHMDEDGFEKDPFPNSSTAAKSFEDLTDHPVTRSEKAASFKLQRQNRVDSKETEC
PLCg1 inh = blocks human PLC-gamma1 enzyme activity | actives 0.84% (n = 370,000) | AID 720700 | purified PLC-gamma1, fluorogenic substrate, fluorescence | inhibition, % at 12.2 µM | P19174; in the data active means inhibition above about 9.5%
hgDAF-12 ag = activates the H. glycines DAF-12 receptor ligand-binding domain; HEK293 GAL4-hgDAF12 UAS-luciferase reporter, agonist luminescence; normalized to butyrate control; activation, % at 6.8 µM; actives 1.8% (n = 370,000);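 active means activation above a cutoff set at the mean of all screened compounds plus 3 SD, cut at about 10% in these data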;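 further: 0% = DMSO wells and 100% = sodium butyrate wells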
Starred values were filed as active, the others as inactive; i = inactive; · = no result given.

SMILES	MBD2 inh	ssDAF-12 act	hcDAF-12 act	DAX1 inh-1	NR1D1 modulator	PLC-beta3 inh	DAX1 inh-2	SMARCA2 act	ADAM17 inh	PLCg1 inh	hgDAF-12 ag
CCN1/C(=C/c2ccc3ccccc3[n+]2CCCS(=O)(=O)[O-])C=Cc2cc(C)ccc21	-22	-0.4	2.0	0.0	-9	-5	-0.8	-2	1	0	-2.8
O=C(CNC(=O)c1ccc(Br)o1)Nc1ncccc1O	0	-1.3	1.1	0.6	0	-11	1.5	-2	-6	2	6.1
Cc1cccc(N2CCc3c2nc2ccc(Br)cc2c3N)c1	0	-0.9	2.9	0.5	·	-205	-0.9	-1	-26	-206	0.7
Cc1cc(Nc2ccc3ccccc3c2)n2ncnc2n1	-1	0.3	3.3	0.6	2	-11	0.1	-1	-8	-5	1.1
O=C(CC1C(=O)NCCN1C(=O)Nc1ccccc1)Nc1cc(Cl)ccc1Cl (stereo not drawn)	-7	-0.6	-1.1	0.4	-5	-4	-0.6	-4	1	1	-0.7
O=C(NCCC(=O)N(CCc1ccccc1)Cc1ccccc1)c1ccc([N+](=O)[O-])cc1	0	-0.6	-0.1	1.4	3	-8	-0.2	-3	0	2	-0.7
O=C(Nc1cccc2c1C(=O)NC2=O)c1ccc(S(=O)(=O)N2CCCC2)cc1	0	-0.9	0.8	0.0	-3	i	0.4	-2	-80	i	1.5
Cc1cc(=O)[nH]c(N/N=C/c2cccs2)n1	4	-1.1	1.4	-1.1	-1	1	0.1	-2	-3	-3	-1.3
C=CCn1c(SCC(=O)Nc2sccc2C#N)nc2sc(C)c(C)c2c1=O	2	-0.9	-2.1	0.6	97*	-1	-0.2	-2	3	1	-0.8
CCOC(=O)Cn1c2ccccc2n2nc(CCC(=O)O)c(=O)nc12	-3	-1.3	-0.7	-0.2	2	-457	0.9	2	-117	-369	-3.3
CC1ON=C(c2ccc(F)cc2)NC1=O (stereo not drawn)	-6	-1.0	0.8	·	-2	5	1.1	-1	-3	1	2.2
COc1ccc(-c2c(C#N)c(C)nc3c2C(=O)c2ccccc2-3)cc1	0	-1.0	-1.2	0.0	151*	1	-0.7	-1	-3	0	-0.7
Cc1ccc2oc(=O)n(CCC(=O)Nc3ccc(N4CCOCC4)cc3)c2c1	3	-1.3	-1.9	-0.5	0	-6	-1.3	0	-3	1	0.8
O=C(Nc1ccc2c(c1)OCO2)C1CCCN1C(=O)Nc1ccccc1 (stereo not drawn)	3	-1.1	1.0	0.1	0	-8	-0.2	-2	-3	0	-2.2
Nc1ccc2c(c1)nnn2-c1ccccc1	0	0.5	2.4	1.1	-4	i	1.0	-3	-166	i	3.2
CCCn1c(C)cc(=O)c2cc(NC(=O)c3ccccn3)ccc21	7	-1.9	-2.3	-0.9	-6	-7	-1.7	-1	-1	-8	-3.5
COc1cc(OC)cc(-c2oc(=O)c3cc(OC)c(OC)cc3c2C#CCCCO)c1	-3	-1.0	-0.9	-0.5	32*	-3	0.4	1	-2	-5	-1.1
O=C(OCc1cn(Cc2c(F)cccc2F)nn1)N1CCCC1	3	-0.9	-3.0	·	3	2	-0.4	-2	-1	3	-1.1
CCN(CC)c1nc(C#N)cc(-c2ccc(OC)cc2)n1	1	-1.6	-1.2	-1.2	0	-42	-1.5	0	-12	-37	1.6
Cc1ccn2c(NC3CCCCC3)c(C)nc2c1	9	-1.4	0.1	5.1*	-2	-16	-0.8	-4	-7	-11	1.4
Cc1ccc(S(=O)(=O)N2CC3(O)CN(C(=O)OC(C)C)N(C(=O)OC(C)C)CC3(OC(=O)NCC3CCCCC3)C2)cc1 (stereo not drawn)	-7	-1.3	-0.4	0.1	2	2	-0.7	-3	8	3	-1.0
CCn1c(=O)c(C(=O)NNS(=O)(=O)c2ccc(Cl)cc2)c(O)c2ccccc21	-2	-0.4	-0.6	-0.4	-3	-2	0.5	0	-2	0	2.6
COc1cc(/C=N/Nc2nc3ccccc3[nH]c2=O)ccc1O	3	0.3	-1.0	1.1	-1	-3	-0.2	8	0	0	4.7
CCOc1ccccc1NS(=O)(=O)N(C)C	1	-1.5	-1.4	0.1	2	4	0.7	-6	-1	2	-2.4
CCN1C(=O)CC(C(=O)NC)SC1=Nc1cc(Cl)c(O)c(Cl)c1 (stereo not drawn)	-1	-1.2	0.0	-1.6	5	2	-0.1	-2	8	4	3.9
Nc1ccc2nc(Cc3ccccc3)[nH]c2c1	-3	-1.4	1.0	4.6*	0	-34	-0.2	0	-7	-22	-3.3
Cc1ccc(OCc2nnc(SCC(=O)Nc3ccc(OCc4ccccc4)cc3)n2-c2ccc(Cl)cc2)cc1	2	0.4	-0.7	·	-3	2	1.0	-6	-1	0	-2.4
O=C(Nc1ccccc1OC(F)F)C1CCCN1C(=O)c1cccs1 (stereo not drawn)	0	-0.3	-0.7	1.8	1	-8	-0.3	0	0	-1	0.5
CCCNC(=O)c1cc(C2CCCCN2C(=O)OC)on1 (stereo not drawn)	-6	-1.4	0.9	·	2	2	1.5	-1	1	1	9.7
NC(=O)COC(=O)c1oc2ccccc2c1CSc1ccc(Cl)cc1	-7	-1.9	-3.4	0.6	3	4	0.1	-1	7	4	-1.6

Compound profiles, as listed above. Values in the order: MBD2 inh, ssDAF-12 act, hcDAF-12 act, DAX1 inh-1, NR1D1 modulator, PLC-beta3 inh, DAX1 inh-2, SMARCA2 act, ADAM17 inh, PLCg1 inh, hgDAF-12 ag
Nc1ccc2nc(Cc3ccccc3)[nH]c2c1 across the screens: -3, -1.4, 1.0, 4.6*, 0, -34, -0.2, 0, -7, -22, -3.3
Cc1ccn2c(NC3CCCCC3)c(C)nc2c1 across the screens: 9, -1.4, 0.1, 5.1*, -2, -16, -0.8, -4, -7, -11, 1.4

The main list resumes; the two compounds before the break are reprinted first.
SMILES	MBD2 inh	ssDAF-12 act	hcDAF-12 act	DAX1 inh-1	NR1D1 modulator	PLC-beta3 inh	DAX1 inh-2	SMARCA2 act	ADAM17 inh	PLCg1 inh	hgDAF-12 ag
CCCNC(=O)c1cc(C2CCCCN2C(=O)OC)on1 (stereo not drawn)	-6	-1.4	0.9	·	2	2	1.5	-1	1	1	9.7
NC(=O)COC(=O)c1oc2ccccc2c1CSc1ccc(Cl)cc1	-7	-1.9	-3.4	0.6	3	4	0.1	-1	7	4	-1.6
CCCOc1ccc(N2C(=O)C3ON(c4ccccc4)C(CCC)C3C2=O)cc1 (stereo not drawn)	2	-1.3	-1.6	-0.1	4	-3	-0.6	-2	-4	-1	-2.9
O=C(CNC(=O)c1ccccc1)OC(C(=O)Nc1cc(C(F)(F)F)ccc1Cl)c1ccccc1 (stereo not drawn)	1	-1.6	-0.2	-0.2	6	8	-1.1	-3	4	7	0.0
N#Cc1ccccc1NC(=O)COc1ccccc1C(=O)Nc1ccccc1	1	0.3	1.0	1.0	4	-10	-3.1	-2	5	-3	-2.4
O=C(CCC(NC(=O)OCc1ccccc1)C(=O)OCc1ccccc1)NCC(=O)OCc1ccccc1 (stereo not drawn)	-1	-1.1	1.0	-0.8	3	-6	0.2	-3	7	-3	-0.7
Cc1ccc(Cn2c(-n3nc(C)cc3C)nc3c2c(=O)[nH]c(=O)n3C)cc1	-2	-1.4	-1.3	1.0	2	3	-0.1	1	-3	0	-1.7
O=C(NC1CCCCC1)c1cc(-c2ccc(F)cc2)on1	2	-0.3	4.3	0.4	-8	-7	0.2	0	-4	0	1.2
CCOC(=O)C1CCCN(S(=O)(=O)c2ccc3c(c2)C(C)(C)C(=O)N3C)C1 (stereo not drawn)	0	-1.1	-0.7	0.5	0	5	-1.6	1	1	1	3.3
CSCC[C@H](NC(=O)OC(C)(C)C)C(=O)N1CCC(C(=O)N[C@@H](C)C(=O)NCc2ccc(F)cc2)CC1	-1	-1.0	1.0	1.9	4	7	2.0	-3	-5	5	-1.3
CCCCCC[C@@H](CC)CN(C(=O)Oc1ccccc1)c1ccccc1	4	-0.5	-1.1	·	-3	-1	-0.1	0	-2	2	-2.5
CCCOC(=O)c1c(NC(=O)c2cnn3c2NC(c2ccccc2)CC3C(F)(F)F)sc2c1CCCC2 (stereo not drawn)	2	-1.6	-1.1	-1.2	2	-2	0.1	-1	0	-2	3.5
CCc1ccc(OC2(C)CCN(CCOc3ccc(C)cc3)C2)cc1 (stereo not drawn)	0	-0.9	-0.7	·	0	0	-0.3	1	-3	0	0.2
O=C(c1ccccc1)c1ccc(OCC(O)CN2CCN(S(=O)(=O)N3CCCCC3)CC2)cc1 (stereo not drawn)	-3	-1.7	-3.9	-1.2	-1	1	-2.7	-6	-3	3	-4.6
COc1ccc(NC(=O)CSc2nnc(NC(=O)CN3CCOCC3)s2)cc1	-4	-1.6	-0.1	1.4	8	2	0.0	1	-1	-2	-1.9
CC(=O)NCCc1c(C)n(Cc2ccccc2)c2ccccc12	1	-1.7	-1.1	-1.4	5	-9	-0.4	-3	-2	-1	0.2
COc1cc(/C=C2\SC(=S)N(NC(=O)c3ccccc3O)C2=O)ccc1O	-11	-1.8	1.1	0.7	6	-82	0.1	-1	-1	-50	0.4
CCOC(=O)c1sc2ncn(C(C)C(=O)OC)c(=O)c2c1C (stereo not drawn)	2	-0.8	1.3	1.8	-2	1	-0.7	-2	0	0	0.8
Cc1ccc(C)c(NC(=O)CN(C)C(=O)C2COc3ccccc3O2)c1 (stereo not drawn)	1	-1.2	1.1	1.3	10	-2	0.0	3	1	3	4.4
CCCCNC(=O)Nc1ccc2c(c1)N(C)C(=O)c1ccccc1S2	5	-1.2	-1.3	-1.7	4	-7	-0.3	-3	-2	-2	-2.0
CCCCCn1c(=O)[nH]c2cc(C(=O)NCCCN3CCCCC3C)ccc2c1=O (stereo not drawn)	4	-1.5	-1.2	-0.5	-1	-143	0.2	0	-15	-89	0.1
CC1CCCCN1C(=O)CSc1nnc(CSc2ncccn2)n1C (stereo not drawn)	-5	-1.1	-0.9	1.0	0	6	0.2	-3	-1	7	-1.0
O=C(Cn1c(=O)oc2cc(S(=O)(=O)NCc3ccccc3)ccc21)N1CCCC1	-3	-2.0	-0.9	-0.7	2	-7	0.0	1	-3	0	-2.2
C=C1C2(C(=O)Nc3nccs3)CCC(C2)C1(C)C (stereo not drawn)	0	-1.5	-1.4	2.0	0	0	-0.4	-4	1	-3	-3.4
O=C(CSc1nc(O)cc(=O)n1-c1ccccc1)Nc1ccc(Br)cn1	2	-1.8	-0.8	0.6	0	-9	0.0	-6	0	2	-1.2
CCSc1nc2sc3c(c2c(=O)n1-c1ccccc1C)CCN(C)C3	-4	-1.6	-1.9	-0.2	1	-76	-0.7	-2	-54	-49	0.9
C/C(=N/NC(=O)C1CCCCC1)c1ccc([N+](=O)[O-])cc1	0	-0.5	-0.2	0.3	4	3	0.0	-2	3	5	1.5
O=C(NCc1ccccc1Cl)C1CCCO1 (stereo not drawn)	1	-1.4	-0.9	-0.5	-2	1	0.6	-5	-3	3	0.9
CCN(CC)C(=O)Cn1cnc2c1c(=O)n(C)c(=O)n2C	4	-1.2	-1.8	-0.6	-5	1	-0.1	-1	-1	-1	-0.5
Cc1ccc(C)c(NC(=O)NNC(=O)CCc2ccccc2)c1	1	-0.8	-1.9	0.0	4	-2	1.6	1	-1	1	-1.4
O=c1[nH]c(SCc2ccccc2Cl)nc2c1CCCC2	2	-0.7	0.7	0.8	0	-3	-0.4	3	4	2	1.2

Screening results deposited in PubChem BioAssay by several laboratories.

Random draw from the library; 7.4% or so of the library scored in one or more.
